Bioassay records deposited in PubChem by Broad Institute.
p53 PUMA act – mutant p53 pathway re-activators, primary screen, cell-based, SW480, luciferase, single point, HTS; activation, % at 9.98 µM; SW480 PUMA-promoter luciferase, p53 mutant reactivation; AID 624151, 2012; 28,000 compounds, 1.5% hits; in the data active means activation above about 52%; inconclusive means no clear call, values can overlap the other calls
STK33 inh – STK33 kinase inhibitors, primary screen, biochemical, luminescence, ADP-Glo, MBP substrate; Serine/threonine-protein kinase 33 (Homo sapiens), Q9BYT3; inhibition, % at 12.5 µM; 27,000 compounds, 0.44% hits; in the data active means inhibition above about 20%; inconclusive means no clear call, values can overlap the other calls
Target sequence (Q9BYT3 whole entry, looked up): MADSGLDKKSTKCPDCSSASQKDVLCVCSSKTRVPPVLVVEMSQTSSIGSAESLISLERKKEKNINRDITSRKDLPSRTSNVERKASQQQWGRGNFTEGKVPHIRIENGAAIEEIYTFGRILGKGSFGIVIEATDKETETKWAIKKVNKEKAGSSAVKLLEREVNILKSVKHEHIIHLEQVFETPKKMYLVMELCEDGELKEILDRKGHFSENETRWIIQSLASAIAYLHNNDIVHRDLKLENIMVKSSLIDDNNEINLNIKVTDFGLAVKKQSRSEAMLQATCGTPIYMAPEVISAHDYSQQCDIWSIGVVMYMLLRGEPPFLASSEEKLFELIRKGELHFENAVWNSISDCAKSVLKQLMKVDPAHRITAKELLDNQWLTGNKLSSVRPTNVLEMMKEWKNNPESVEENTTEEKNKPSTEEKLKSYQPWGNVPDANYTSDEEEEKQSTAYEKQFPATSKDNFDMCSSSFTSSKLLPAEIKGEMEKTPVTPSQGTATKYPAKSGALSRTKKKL
Active calls of the source: *; u = inconclusive; x = no result given. Not all compounds are listed; rates above refer to the full screens.

The opening seven compounds (preview)
smiles | STK33 inh | p53 PUMA act
C[C@@H]1CN([C@@H](C)CO)C(=O)Cc2cc(N(C)C)ccc2O[C@@H]1CN(C)C(=O)Nc1ccc(F)cc1 | 1 | x
C[C@@H]1CCCCO[C@@H](CN(C)Cc2ccc(C(F)(F)F)cc2)[C@@H](C)CN([C@H](C)CO)C(=O)c2cc(NC(=O)Nc3ccc(F)cc3)ccc2O1 | 2 | x
C[C@H]1CN([C@@H](C)CO)S(=O)(=O)c2ccc(C3=CCCCC3)cc2O[C@H]1CN(C)CC1CC1 | x | 2
C[C@@H]1CN([C@H](C)CO)S(=O)(=O)c2ccc(C#Cc3ccncc3)cc2O[C@H]1CN(C)C(=O)c1ccncc1 | x | 32
COc1cc(C(=O)Nc2ccc(S(=O)(=O)Nc3nccs3)cc2)cc(OC)c1OC | -1 | 7
COc1ccc(NC(=O)CSc2nnc(-c3cccc(Cl)c3)n2C)cc1 | u | -1
Cc1ccc(S[C@]2(C(=O)NC(C)C)CC(=O)N(C(C)C)[C@@H]2c2ccc(CO)cc2I)cc1 | -3 | x

This part in full (from the top)
smiles | STK33 inh | p53 PUMA act
C[C@@H]1CN([C@@H](C)CO)C(=O)Cc2cc(N(C)C)ccc2O[C@@H]1CN(C)C(=O)Nc1ccc(F)cc1 | 1 | x
C[C@@H]1CCCCO[C@@H](CN(C)Cc2ccc(C(F)(F)F)cc2)[C@@H](C)CN([C@H](C)CO)C(=O)c2cc(NC(=O)Nc3ccc(F)cc3)ccc2O1 | 2 | x
C[C@H]1CN([C@@H](C)CO)S(=O)(=O)c2ccc(C3=CCCCC3)cc2O[C@H]1CN(C)CC1CC1 | x | 2
C[C@@H]1CN([C@H](C)CO)S(=O)(=O)c2ccc(C#Cc3ccncc3)cc2O[C@H]1CN(C)C(=O)c1ccncc1 | x | 32
COc1cc(C(=O)Nc2ccc(S(=O)(=O)Nc3nccs3)cc2)cc(OC)c1OC | -1 | 7
COc1ccc(NC(=O)CSc2nnc(-c3cccc(Cl)c3)n2C)cc1 | u | -1
Cc1ccc(S[C@]2(C(=O)NC(C)C)CC(=O)N(C(C)C)[C@@H]2c2ccc(CO)cc2I)cc1 | -3 | x
O=C(Nc1ccc(I)cc1C(=O)NCc1cccnc1)c1ccccc1Cl | -4 | 2
C[C@@H]1CN([C@H](C)CO)C(=O)Cc2cc(NC(=O)C3CC3)ccc2O[C@H]1CN(C)Cc1ccc2c(c1)OCO2 | -1 | 1
O=C(COc1ccc(Cl)cc1Cl)Nc1ccccc1CO | 3 | u
COc1ccc(CN(C)C[C@H]2Oc3ccc(NS(=O)(=O)c4ccc(C)cc4)cc3C(=O)N([C@@H](C)CO)C[C@@H]2C)cc1 | 1 | x
S=c1nc2c(cnn2-c2ccccc2)c(Nc2ccccc2)[nH]1 | -1 | x
COc1ccc(S(=O)(=O)N(C)C[C@@H]2Oc3c(NS(=O)(=O)c4cccs4)cccc3C(=O)N([C@H](C)CO)C[C@@H]2C)cc1 | x | 7
Cc1ccc(S(=O)(=O)Nc2cccc3c2O[C@@H](CN(C)C(=O)Nc2ccc4c(c2)OCO4)[C@H](C)CN([C@@H](C)CO)C3=O)cc1 | x | 9
Cc1ccc(-c2nn(C)c(=O)c3ccccc23)cc1S(=O)(=O)N1CCN(CCO)CC1 | -2 | -4
Nc1nc(C(=O)N2CCOCC2)nn1S(=O)(=O)c1ccc(Cl)cc1 | x | 6
C[C@H](CO)N1C[C@H](C)[C@@H](CN(C)C(=O)Nc2cccc3ccccc23)Oc2c(NC(=O)c3cnccn3)cccc2C1=O | x | 2
C[C@@H]1CCCCO[C@@H](CN(C)C(=O)c2ccccc2)[C@H](C)CN([C@@H](C)CO)C(=O)c2cc(NS(C)(=O)=O)ccc2O1 | x | 1
Cn1c(SCC(=O)Nc2cccc(Br)c2)nnc1-c1ccccc1Cl | 3 | -10
CCCCCC[C@H](O)/C=C/CC1C(=O)CC[C@H](O)C1=O (some centres undefined) | -1 | 6
Cc1cccc(Cl)c1OC(=O)c1cc(C(C)(C)C)nn1C | -2 | x
COc1ccc(S(=O)(=O)NCc2cccnc2)c(Cl)c1Cl | 8 | -1
COc1ccc(S(=O)(=O)Nc2ccc3c(c2)CC(=O)N([C@@H](C)CO)C[C@@H](C)[C@H](CN(C)C(=O)Nc2ccc(F)cc2)O3)cc1 | x | -1
C[C@@H]1CN([C@@H](C)CO)C(=O)c2cccc(NS(=O)(=O)c3cn(C)cn3)c2O[C@@H]1CN(C)C(=O)NC1CCCCC1 | 0 | 10
C[C@@H]1CN([C@@H](C)CO)C(=O)Cc2cc(NC(=O)C3CC3)ccc2O[C@@H]1CN(C)C | 3 | 5
O=C(O)CCc1nn2c3ccccc3nc2n(Cc2ccccc2)c1=O | 0 | -8
COC(=O)C1=CO[C@@H](O[C@@H]2O[C@H](CO)[C@@H](O)[C@H](O)[C@H]2O)[C@H]2[C@@H]1C=CC21C=C([C@H](C)O)C(=O)O1 (some centres undefined) | -5 | 9
C[C@H]1CN([C@@H](C)CO)C(=O)Cc2cc(NS(C)(=O)=O)ccc2O[C@@H]1CN(C)S(=O)(=O)c1cn(C)cn1 | -2 | 12
C[C@H]1CN([C@@H](C)CO)C(=O)Cc2cc(NC(=O)Cn3cnnn3)ccc2O[C@@H]1CN(C)Cc1ccc(Oc2ccccc2)cc1 | 7 | x
C[C@H]1CN([C@@H](C)CO)C(=O)CCCn2nncc2CO[C@@H]1CN(C)S(=O)(=O)c1ccc(Oc2ccccc2)nc1 | -6 | x
C[C@H]1CN([C@@H](C)CO)C(=O)c2cc(NS(=O)(=O)c3cn(C)cn3)ccc2O[C@H]1CN(C)C(=O)Nc1ccc2c(c1)OCO2 | -5 | 14
Cc1ccc(C)c(S(=O)(=O)/N=C(\c2ccccc2)N(C)C)c1 | x | -4
Cc1[nH]c2ccccc2c1/C=C/c1nc2ccccc2c(=O)n1CCCO | 2 | -15
C[C@@H]1CN([C@@H](C)CO)C(=O)Cc2cc(N(C)C)ccc2O[C@H]1CN(C)C(=O)Nc1cccc2ccccc12 | x | 3
COc1ccc(OCC(=O)Nc2cccc(Cl)c2N2CCOCC2)cc1 | 2 | 8
CCn1c(SCC(=O)Nc2ccc(Cl)cc2Cl)nnc1-c1ccccc1 | 0 | 0
C[C@H]1CN([C@@H](C)CO)C(=O)c2cc(NC(=O)C3CC3)ccc2O[C@H]1CN(C)Cc1ccc(Cl)c(Cl)c1 | -2 | 5
CCN1CCN(C(=O)CSc2nc(-c3ccc(OC)c(OC)c3)cc(C(F)(F)F)n2)CC1 | -1 | -42
COc1ccc(S(=O)(=O)Nc2ccc3c(c2)CC(=O)N([C@H](C)CO)C[C@@H](C)[C@@H](CN(C)C(=O)NC(C)C)O3)cc1 | -2 | x
CNC[C@H]1OCCCC[C@@H](C)Oc2ccc(N(C)C)cc2C(=O)N([C@H](C)CO)C[C@@H]1C | 0 | 1
C=C1[C@]2(C)C[C@@H]3C(=C)[C@@]4(C=CC(=O)OC4(C)C)CC[C@@]3(C)[C@]13C(=O)O[C@H](C)[C@]3(O)C2=O | -5 | 9
COc1ccc(CN(C)CCc2ccccn2)c(OC)c1OC | x | -3
C[C@@H]1CN([C@@H](C)CO)C(=O)c2cc(NC(=O)c3ccncc3)ccc2O[C@H]1CN(C)C(=O)Nc1ccc(F)cc1 | x | 6
COc1c(O)cc2c(-c3ccccc3)cc(=O)oc2c1OC | -5 | x
COc1cc(/C=C/C(=O)O[C@@H]2O[C@H](CO[C@@H]3O[C@H](CO)[C@@H](O)[C@H](O)[C@H]3O)[C@@H](O)[C@H](O)[C@H]2OC(=O)/C=C/c2cc(OC)c(O)c(OC)c2)cc(OC)c1O | 1 | -5
COc1ccccc1-n1c(SCC(=O)N2CCOCC2)nc(O)cc1=O | 4 | 26
CNC(=O)CN(c1cc(C)ccc1OC)S(C)(=O)=O | 0 | 9
Cc1noc(C)c1NC(=O)N(C)C[C@H]1Oc2ncc(C#CC(C)C)cc2C(=O)N([C@@H](C)CO)C[C@@H]1C | x | 11
C[C@H](CO)N1C[C@H](C)[C@H](CN(C)S(=O)(=O)c2cccc(C#N)c2)OCc2cn(nn2)CCCC1=O | 0 | 4
C[C@@H]1CN([C@H](C)CO)S(=O)(=O)c2ccc(Br)cc2O[C@@H]1CN(C)C(=O)C1CCC1 | x | 10
C[C@@H]1CN([C@H](C)CO)S(=O)(=O)c2ccc(C#CC(C)(C)O)cc2O[C@@H]1CN(C)C(=O)CC1CC1 | x | 3
COc1cccc(S(=O)(=O)Nc2ccc3c(c2)[C@H]2C[C@@H](CC(=O)N(C)C)O[C@H](CO)[C@H]2O3)c1 | x | 1
CCC(Sc1nnc2sc3ccccc3n12)C(=O)O (centres undefined) | x | 4
C[C@@H]1CN([C@H](C)CO)C(=O)c2cc(NC(=O)Nc3ccc4c(c3)OCO4)ccc2O[C@H]1CN(C)S(=O)(=O)c1cccs1 | x | -15
COc1ccc(-c2nc3ccccc3s2)cc1NC(=O)COc1ccc(C(C)C)cc1 | -5 | 48
COc1ccc(C#Cc2cnc3c(c2)C(=O)N([C@@H](C)CO)C[C@@H](C)[C@H](CN(C)CC2CCOCC2)O3)cc1 | x | 13
CC(C)NC(=O)N(C)C[C@@H]1Oc2ccc(NS(=O)(=O)c3cn(C)cn3)cc2CC(=O)N([C@@H](C)CO)C[C@H]1C | x | 3
Cc1noc(C)c1NC(=O)N(C)C[C@@H]1Oc2ccc(NC(=O)Cc3cn(C)c4ccccc34)cc2C(=O)N([C@@H](C)CO)C[C@@H]1C | 0 | x
COc1ccc([Si](C)(C)[C@@H]2[C@@H](CCO)O[C@]3(C(=O)N(c4ccccc4)c4ccccc43)[C@H]2C)cc1 | 12 | x
COC(=O)CNC(=O)c1cc(-c2ccncc2)nc2ccc(C)cc12 | 1 | -14

Part of the list above, with values under each structure:
Results follow in this order: STK33 inh | p53 PUMA act
COc1ccccc1-n1c(SCC(=O)N2CCOCC2)nc(O)cc1=O
  4 | 26
CNC(=O)CN(c1cc(C)ccc1OC)S(C)(=O)=O
  0 | 9

Later entries
smiles | STK33 inh | p53 PUMA act
Cc1cc(C)nc(NS(=O)(=O)c2ccc(NC(=O)c3cccs3)cc2)n1 | -1 | -8
COc1ccc(S(=O)(=O)N(C)C[C@H]2OCCCC[C@@H](C)Oc3ccc(NS(=O)(=O)c4ccc(F)cc4)cc3C(=O)N([C@H](C)CO)C[C@H]2C)cc1 | x | -17
O=C(CCNc1ccc(Oc2ccccc2)cc1)c1ccco1 | -2 | -9
COc1ccc(S(=O)(=O)N(C)C[C@H]2Oc3ccc(NC(=O)CCN4CCOCC4)cc3CC(=O)N([C@@H](C)CO)C[C@H]2C)cc1 | -1 | x
Cc1noc(C)c1S(=O)(=O)Nc1ccc2c(c1)CC(=O)N([C@@H](C)CO)C[C@H](C)[C@@H](CN(C)Cc1ccccc1)O2 | -1 | -4
Cc1nc(SCCCSc2n[nH]c(C)n2)n[nH]1 | 2 | 2
O=C(CCN1C(=O)C2C3C=CC(C4CC34)C2C1=O)Nc1ccc(Br)cc1Cl (centres undefined) | 2 | 22
C[C@@H]1CN([C@H](C)CO)C(=O)c2cccc(NS(=O)(=O)c3cccs3)c2O[C@H]1CN(C)C(=O)Nc1cccc2ccccc12 | x | -14
CC1(C)CC(=O)C2=C(C1)N(Cc1cccnc1)C(=O)C2(NC(=O)C1CC1)C(F)(F)F (centres undefined) | -2 | -7
O=C(/C=C/c1ccc(O)cc1)NCC(O)c1ccc(O)cc1 (centres undefined) | -2 | 6
CCOC(=O)C1C2C=CC3(O2)C1C(=O)N(Cc1ccccc1)C3C(=O)NCc1ccccc1 (centres undefined) | -8 | x
C[C@H]1CN([C@@H](C)CO)C(=O)CCCn2nncc2CO[C@H]1CN(C)Cc1ccc(O)cc1 | 2 | x
Clc1ccc(-c2nc3sccn3c2/C=N/OCc2ccc(Cl)c(Cl)c2)cc1 | 1 | 18
O=C(Cn1nnc(-c2ccccc2F)n1)NCc1ccco1 | 3 | -5
C[C@H]1CN([C@@H](C)CO)C(=O)c2cccc(NC(=O)c3ccncc3)c2O[C@@H]1CN(C)Cc1ccc(Oc2ccccc2)cc1 | x | -9
CN1C2CCC1CC(OC(=O)c1c[nH]c3ccccc13)C2 (centres undefined) | -1 | x
COc1ccc(OC)c(NC(=O)c2cnn(-c3ccccc3Cl)c2NC(=O)c2ccco2)c1 | 0 | 1
NS(=O)(=O)c1cc2c(cc1Cl)NCNS2(=O)=O | 0 | -2
CCS(=O)(=O)CCSc1nc(C)c(C(=O)Nc2ccccc2)c(-c2ccccc2)c1C#N | -4 | -5
C[C@@H]1CN([C@H](C)CO)C(=O)c2cccc(NC(=O)c3cnccn3)c2O[C@@H]1CN(C)C(=O)Nc1ccccc1 | x | 4
Cn1c(SCC(=O)Nc2ccc(Br)c(Cl)c2)nnc1-c1ccccc1F | -1 | -15
Cc1cc(=O)oc2cc(OC(C)C(=O)Nc3ccc(N4CCOCC4)cc3)ccc12 (centres undefined) | -3 | 7
COCCNC(=O)c1c(NC(=O)c2ccccc2C)sc2c1CCCC2 | -2 | -11
O=C(CC1NCCNC1=O)Nc1cccc(Cl)c1 (centres undefined) | -7 | -13
COCCOC(=O)N1C(=O)[C@@]2(c3cc(C#CC4=CCCCC4)ccc31)[C@H](C(N)=O)[C@H]1C(=O)O[C@H](c3ccccc3)[C@H](c3ccccc3)N1[C@@H]2c1ccc(O)cc1 | 4 | x
Cc1ccc(NC(=O)CSc2nnc(-c3ccncc3)n2-c2ccc(Cl)cc2)cc1F | -2 | 8
C[C@@H]1CCCCO[C@H](CN(C)C(=O)CCCN(C)C)[C@H](C)CN([C@H](C)CO)C(=O)c2cc(N(C)C)ccc2O1 | x | 9
C[C@@H]1CN([C@H](C)CO)C(=O)Cc2cc(NC(=O)Cc3ccccc3)ccc2O[C@H]1CN(C)C(=O)Nc1ccc2c(c1)OCO2 | -4 | 0
C[C@H]1CN([C@@H](C)CO)C(=O)c2cc(NS(=O)(=O)c3cccs3)ccc2O[C@@H]1CN(C)Cc1ccc(-c2ccccc2)cc1 | 0 | -5
